GLP1R inv ag: acts as inverse agonist at human GLP-1 receptor. P43220. HEK293 GLP-1R CRE-luciferase, luminescence, 24 h; GLP-1R form is constitutively active. Potency, µM (series often up to 38.3 µM), without a hit: at the highest dose activity change, negative = inhibition, usual class: inhibitors. hit rate 1.6% among 410,000. AID 624417; also: potency is read from the fitted curve at half-maximal effect; % is scaled to controls: 0 for no effect and ±100 for the full control effect; nearly all actives have a fitted effect of over 55% in size
Target sequence (P43220 whole entry, looked up): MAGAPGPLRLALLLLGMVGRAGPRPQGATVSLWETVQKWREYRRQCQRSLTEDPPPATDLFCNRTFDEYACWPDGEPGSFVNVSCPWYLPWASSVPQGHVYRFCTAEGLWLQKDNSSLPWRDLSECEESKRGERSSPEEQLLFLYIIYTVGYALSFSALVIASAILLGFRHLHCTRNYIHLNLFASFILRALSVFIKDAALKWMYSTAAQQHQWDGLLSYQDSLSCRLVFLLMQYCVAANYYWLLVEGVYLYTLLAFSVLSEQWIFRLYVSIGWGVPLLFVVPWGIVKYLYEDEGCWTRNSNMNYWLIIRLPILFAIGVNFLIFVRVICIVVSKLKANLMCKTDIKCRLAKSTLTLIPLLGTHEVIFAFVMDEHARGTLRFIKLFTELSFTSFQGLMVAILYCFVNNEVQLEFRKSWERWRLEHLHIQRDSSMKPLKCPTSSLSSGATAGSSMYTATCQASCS
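Cells are plated, allowed 12 hours at 37 deg C, then treated with compounds for 24 hr before luciferase detection reagent is added and luminescence is read after 12 min at room temperature. The HEK293 line carries constitutively active GLP-1R with a cAMP-responsive reporter.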
PTHR1 ag: PTHR1 (human) receptor agonism; HEK293 GP2 PTHR1 cells, GloSensor cAMP luminescence, 1 h; Potency, µM (doses to about 115 µM), for inactives: at the highest dose activation, usual class: activators; hit rate 0.075% among 410,000; also: potency is read from the fitted curve at half-maximal effect; nearly all actives have a fitted effect of over 55% in size; some results filed as inactive show a strong effect at the top dose; inactives centre near -15; many of its hits are not listed in these tables
Target sequence (Q03431 whole entry, looked up): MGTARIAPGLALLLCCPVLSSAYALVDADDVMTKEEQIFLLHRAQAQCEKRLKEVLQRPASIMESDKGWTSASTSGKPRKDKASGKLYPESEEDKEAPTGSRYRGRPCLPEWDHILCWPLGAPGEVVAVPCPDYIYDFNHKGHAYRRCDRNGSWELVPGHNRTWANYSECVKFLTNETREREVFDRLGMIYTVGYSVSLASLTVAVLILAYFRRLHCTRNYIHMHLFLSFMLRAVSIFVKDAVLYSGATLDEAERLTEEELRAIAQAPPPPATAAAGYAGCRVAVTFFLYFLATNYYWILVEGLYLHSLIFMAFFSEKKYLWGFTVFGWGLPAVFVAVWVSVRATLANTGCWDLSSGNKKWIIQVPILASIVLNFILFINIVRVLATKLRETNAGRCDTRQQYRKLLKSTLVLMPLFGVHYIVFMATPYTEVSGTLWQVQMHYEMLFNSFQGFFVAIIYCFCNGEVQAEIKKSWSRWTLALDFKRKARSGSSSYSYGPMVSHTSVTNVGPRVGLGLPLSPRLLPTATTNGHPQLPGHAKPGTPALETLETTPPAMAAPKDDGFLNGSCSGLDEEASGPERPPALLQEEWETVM
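HEK-293-derived GP2 cells expressing PTHR1 and a GloSensor cAMP reporter, 3,000/well, plated overnight, given luciferin plus IBMX (each 0.5 mM as added) for 1 h at 37 °C, then compound for 1 h at 37 °C. Luminescence was read after 15 min at room temperature.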
aSyn rescue: inhibitors of alpha-synuclein toxicity in yeast. Potency, µM (titrated, usually from 46.1 µM), for the others: at the highest dose growth rescue (activation), hits mostly activators. AID 652106. hit rate 0.14% among 370,000. Yeast expressing alpha-synuclein, growth rescue, BacTiter-Glo, 24 h; also: potency is read from the fitted curve at half-maximal effect; % of control where 0% means no effect; nearly all actives have a fitted effect of over 65% in size
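Galactose-induced alpha-syn yeast (OD600=0.02, raffinose-pregrown) + pinned cpd, 24 hr, 30 deg C; growth by BacTiter-Glo luminescence. Growth restoration scores as activation.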
FUS suppressor: FUS proteinopathy suppression in yeast. S. cerevisiae FUS-expressing, growth rescue, OD600, 24 h. Potency, µM (titrated, usually from 76.6 µM), for the others: top-dose growth rescue (activation), usual class: activators. hit rate 0.24% among 390,000. AID 1347120;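 also: potency is read from the fitted curve at half-maximal effect; plate controls were DMSO vehicle for no effect and reference control for full effect; nearly all actives have a fitted effect of over 55% in size; some results filed as inactive show a strong effect at the top dose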
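Quantitative HTS measuring growth restoration of FUS-toxic yeast. Galactose-induced cells (OD 0.005) were exposed 24hr at 30C to compounds at several concentrations, then absorbance at 600 nm was recorded.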
TDP43 rescue: TDP-43 toxicity inhibition in yeast; TDP-43 expressing yeast growth rescue, BacTiter-Glo, 24 h; Potency, µM (titrated, usually from 46.1 µM), for inactives: top-dose growth rescue (activation), hits mostly activators; hit rate 1.8% among 410,000; also: potency is read from the fitted curve at half-maximal effect; % of control where 0% means no effect; nearly all actives have a fitted effect of over 50% in size
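Luminescence from BacTiter-Glo reports growth of TDP-43-expressing yeast after 24 hr at 30 deg C with compound. Cells were raffinose-pregrown to mid-log, then seeded in galactose medium at OD600=0.02.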
Mm-Cpn inhibitor: M. maripaludis TRiC chaperonin inhibition. Potency, µM (highest dose often 76.9 µM), for the others: at the top dose activity, negative = inhibition, actives largely listed as inhibitors. hit rate 0.031% among 330,000. AID 504842. purified Mm-Cpn ATPase, ADP Transcreener TR-FRET; also: potency is read from the fitted curve at half-maximal effect; % is scaled to controls: 0 for no effect and ±100 for the full control effect; nearly all actives have a fitted effect of over 80% in size
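Compound-treated chaperonin, 25 nM final, turns over 10 uM ATP at 37°C for 30 min following a 10 min preincubation; ADP generated competes with ADP-d2 for Eu-cryptate antibody, lowering FRET.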
Abeta rescue: A-beta toxicity reversal in yeast; Potency, µM (doses to about 46.1 µM), for inactives: at the top dose growth rescue, hits mostly activators; hit rate 0.063% among 410,000; yeast expressing A-beta42, growth rescue, OD600, 48 h; response scale: 0% DMSO, 100% iron-clioquinol control; also: potency is read from the fitted curve at half-maximal effect; nearly all actives have a fitted effect of over 55% in size
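Growth rescue measured by 600 nm absorbance after 48 h yeast culture at 30 C with compound. Values normalized between DMSO and an equimolar ferric chloride plus clioquinol control.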
GLP1R cytotox: cytotoxicity counter-screen for GLP-1 receptor inverse agonists; HEK293 cAMP-luciferase reporter cells, luminescence, 24 h; Potency, µM (highest dose often 38.3 µM), for inactives: at the highest dose activity change, negative = inhibition, hits mostly inhibitors; hit rate 0.13% among 410,000; AID 624418;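 also: loss of luciferase light is scored as toxicity; potency is read from the fitted curve at half-maximal effect; % is scaled to controls: 0 for no effect and ±100 for the full control effect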
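Luminescence readout: signal drop marks cytotoxicity. Plated cells grew 12 h at 37 °C, 5% CO2, received 23 nL compound for 24 h, then got luciferase reagent, read after 12 min at RT.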
Akt phos inh: inhibitors of Akt phosphorylation. hit rate 0.32% among 360,000. Neuro2A IGF-stimulated pAkt S473 HTRF, 20 min; active compounds read low. activity change, % for hits at 50 µM. AID 651550; in the data active = activity change below about -80%; inconclusive = mostly about -51% to -80%; also: % is scaled to controls: 0 for no effect and ±100 for the full control effect
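Neuro2A cells in DMEM with 0.5% FBS, overnight at 37 deg C, given compound at single 50 µM final, then IGF (6 nM final) for 20 min at 37 deg C. Lysed; phospho-Akt Ser473 by HTRF after 24 h, 665/615 ratio.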
Starred values were filed as active, the others as inactive; [ ] = another dose, or the depositor's remark. Unless noted, calls follow the shape of the dose curve; as a rule, active = well fitted curve in the direction sought with a large enough effect; inconclusive = small, poorly fitted or top-dose-only effect, or another doubt; inactive = no such curve, though single readings can be large; an effect the other way counts as inactive or inconclusive. Not all compounds are listed, so the mix of outcomes need not match the whole.

For CCN(CC)C(=O)CSc1nc(Cc2ccccc2)nc2ccccc12 the results were GLP1R inv ag -1%, PTHR1 ag -22%, aSyn rescue 5%, FUS suppressor 12%, TDP43 rescue 24%, Mm-Cpn inhibitor -6%, Abeta rescue -4%, GLP1R cytotox -11% and Akt phos inh inactive.
`CCOC(=O)C1CCCN(C(=O)c2cccc(S(=O)(=O)N(C)c3ccc(OC)cc3)c2)C1` (configuration not stated) gave GLP1R inv ag -27%, PTHR1 ag -18%, aSyn rescue -1%, FUS suppressor 16%, TDP43 rescue 21%, Mm-Cpn inhibitor 3%, Abeta rescue 10%, GLP1R cytotox 5% and Akt phos inh inactive.
For CCC(C)(C)NC(=O)CN(Cc1cccs1)C(=O)C(=O)Nc1ccc2c(c1)OCCO2 the results were GLP1R inv ag 0%, PTHR1 ag -1%[57.5 µM], aSyn rescue 1%, FUS suppressor 9%, TDP43 rescue 0%, Mm-Cpn inhibitor -2%, Abeta rescue -1%, GLP1R cytotox -25% and Akt phos inh inactive.
For CN(C)/C=C/C(=O)c1ccc(-c2ccc(Cl)cc2Cl)o1 the results were GLP1R inv ag 11%, PTHR1 ag -22%, aSyn rescue -31%[inhibitor], FUS suppressor -14%, TDP43 rescue inconclusive, Mm-Cpn inhibitor 2%, Abeta rescue -74%[inhibitor], GLP1R cytotox -10% and Akt phos inh inactive.
Screening CCn1c(C)c(C(C)=O)cc(C#N)c1=O returned GLP1R inv ag 30%[activator], PTHR1 ag inactive, aSyn rescue 2%, FUS suppressor -46%, TDP43 rescue 2%, Mm-Cpn inhibitor 2%, Abeta rescue -5%, GLP1R cytotox -15% and Akt phos inh inactive.
Screening C[C@@H]1CN([C@@H](C)CO)C(=O)CCCn2nncc2CO[C@@H]1CN(C)S(=O)(=O)c1ccc2c(c1)OCCCO2 returned GLP1R inv ag 4%, PTHR1 ag inactive, aSyn rescue 12%, FUS suppressor 14%, TDP43 rescue 0%, Abeta rescue 6%, GLP1R cytotox inconclusive and Akt phos inh inactive.
For Cc1ccc(S(=O)(=O)N[C@H](C(=O)NCC2CCC(C(=O)O)CC2)C(C)C)cc1 (some centres not stated) the results were GLP1R inv ag 9%, PTHR1 ag inactive, aSyn rescue 4%, FUS suppressor 9%, TDP43 rescue -10%, Mm-Cpn inhibitor 1%, Abeta rescue -16%, GLP1R cytotox 0% and Akt phos inh inactive.
`CC(C)c1nc2ccccc2c2nnc(SCC(=O)NCc3ccco3)n12` gave GLP1R inv ag 4%, PTHR1 ag -3%[57.5 µM], aSyn rescue 15%, FUS suppressor 45%, TDP43 rescue -15%, Mm-Cpn inhibitor 1%, Abeta rescue 15% and GLP1R cytotox 5%.
Screening O=C(COC(=O)COc1ccccc1)NCc1ccc2c(c1)OCO2 returned GLP1R inv ag 15%, PTHR1 ag -4%, aSyn rescue 0%, TDP43 rescue -13%, Mm-Cpn inhibitor 0%, Abeta rescue 0%, GLP1R cytotox 16% and Akt phos inh inactive.
Screening COc1ccc(N(CC(=O)NCc2ccc(F)cc2)C(=O)c2snc(C(N)=O)c2N)cc1OC returned GLP1R inv ag 23%, PTHR1 ag inactive, aSyn rescue -2%, FUS suppressor 10%, TDP43 rescue 11%, Mm-Cpn inhibitor -2%, Abeta rescue -11%, GLP1R cytotox -9% and Akt phos inh inactive.
COc1ccc(NC(=O)N2CCC(c3nc4ccccc4[nH]3)CC2)cc1 was read as GLP1R inv ag 9%, PTHR1 ag -14%, aSyn rescue 1%, FUS suppressor -4%, TDP43 rescue -6%, Mm-Cpn inhibitor 0%, Abeta rescue 6%, GLP1R cytotox 6% and Akt phos inh inactive.
Screening Cc1ccccc1Nc1cc(C(=O)NCCCN2CCN(c3cccc(Cl)c3)CC2)c2ccccc2n1 returned GLP1R inv ag inconclusive, PTHR1 ag 0%, FUS suppressor 0%, TDP43 rescue 23%, Abeta rescue -6% and GLP1R cytotox -25%.
O=C(N[C@@H](c1ccccc1)[C@@H]1C[C@H]1C(=O)NCc1ccccn1)OCc1ccccc1 was read as GLP1R inv ag -20%, PTHR1 ag -8%, aSyn rescue 1%, FUS suppressor -20%, TDP43 rescue 21%, Mm-Cpn inhibitor 2%, Abeta rescue 15%, GLP1R cytotox -3% and Akt phos inh inactive.
Screening Cc1ccc(C(=O)OCC(=O)NC2CCCCC2)cc1S(=O)(=O)N1CCCCC1 returned GLP1R inv ag -28%, PTHR1 ag -10%, aSyn rescue 5%[1.84 µM], FUS suppressor 11%, TDP43 rescue 16%, Mm-Cpn inhibitor -4%, Abeta rescue -4%, GLP1R cytotox -2% and Akt phos inh inactive.
Screening COc1ccc(CC(=O)Nc2ccc(S(=O)(=O)N(C)C3CCN(C)CC3)cc2)cc1 returned GLP1R inv ag -14%, PTHR1 ag 0%, aSyn rescue -7%, FUS suppressor -13%, TDP43 rescue 1%, Mm-Cpn inhibitor 0%, Abeta rescue 15%, GLP1R cytotox -5% and Akt phos inh inactive.
`CCNC(=O)c1ccccc1SCc1ccccc1` gave GLP1R inv ag -25%, PTHR1 ag inactive, aSyn rescue 14%, FUS suppressor -1%, TDP43 rescue -6%, Mm-Cpn inhibitor 0%, Abeta rescue 5%, GLP1R cytotox 3% and Akt phos inh inactive.
`COc1ccc(C(=O)Nc2cc(Cl)ccc2Cl)c(OC)n1` gave GLP1R inv ag 30%, PTHR1 ag 0%[57.5 µM], aSyn rescue 3%, FUS suppressor -24%, TDP43 rescue -1%, Mm-Cpn inhibitor 0%, Abeta rescue 8%, GLP1R cytotox -1% and Akt phos inh inactive.
For COc1ccccc1NC(=O)COn1nnc2ccc(S(=O)(=O)N3CCOCC3)cc21 the results were GLP1R inv ag 1%, PTHR1 ag -1%, aSyn rescue -5%, FUS suppressor -5%, TDP43 rescue -6%, Mm-Cpn inhibitor 1%, Abeta rescue -7%, GLP1R cytotox -2% and Akt phos inh inactive.
`COC(=O)c1c(NC(=O)c2ccc(N(C)S(=O)(=O)c3ccc(C)cc3)cc2)sc2c1CCCC2` gave GLP1R inv ag 5%, PTHR1 ag inactive, aSyn rescue 5%, FUS suppressor 29%, TDP43 rescue -9%, Mm-Cpn inhibitor -2%, Abeta rescue -9%, GLP1R cytotox 3% and Akt phos inh inactive.
For O=C(N/N=C(\CC(=O)c1cccs1)C(F)(F)F)c1cccnc1 the results were GLP1R inv ag 2.2µM*, PTHR1 ag -14%, aSyn rescue -15%, FUS suppressor 6%, TDP43 rescue inconclusive, Mm-Cpn inhibitor 2%, Abeta rescue 18%, GLP1R cytotox 3% and Akt phos inh inactive.
`CCN1CCCC(NC(=O)c2cc([N+](=O)[O-])ccc2OC)C1` (configuration not stated) gave GLP1R inv ag -7%, PTHR1 ag -12%, aSyn rescue -9%, TDP43 rescue -18%, Mm-Cpn inhibitor -1%, Abeta rescue -10%, GLP1R cytotox 0% and Akt phos inh inactive.
Screening O=C(CCCN1C(=O)/C(=C/c2cccs2)SC1=S)Nc1ccc(C(=O)O)cc1 returned GLP1R inv ag -4%, PTHR1 ag inactive, aSyn rescue 5%, FUS suppressor 13%, TDP43 rescue 3%, Mm-Cpn inhibitor 4%, Abeta rescue -2%, GLP1R cytotox inconclusive and Akt phos inh inactive.
For CCc1nnc(NS(=O)(=O)c2ccc(NCc3cc(Cl)ccc3O)cc2)s1 the results were GLP1R inv ag 10%, PTHR1 ag -19%, aSyn rescue 4%, FUS suppressor inconclusive, TDP43 rescue -16%, Mm-Cpn inhibitor 2%, Abeta rescue 6%, GLP1R cytotox -7% and Akt phos inh inactive.
`O=C(c1ccccc1)c1ccc(N2CCN(C(=O)c3cccc(F)c3F)CC2)c(F)c1` gave GLP1R inv ag 10µM*, PTHR1 ag -42%[inhibitor], aSyn rescue 3%, FUS suppressor 37%, TDP43 rescue inconclusive, Mm-Cpn inhibitor -4%, Abeta rescue -24%, GLP1R cytotox 0% and Akt phos inh inactive.
Screening Cc1ccc2c(c1)[C@H]1[C@H](CO2)[C@H](c2ccccc2)[C@]2(C)C(=O)NCC(=O)N12 returned GLP1R inv ag 19%, PTHR1 ag -18%, aSyn rescue -10%, FUS suppressor -18%, TDP43 rescue -13%, Mm-Cpn inhibitor 2%, Abeta rescue -10%, GLP1R cytotox 24% and Akt phos inh inactive.
For CCC(CC)C(=O)Nc1ccc(C(=O)OCc2cc(=O)n3nc(C4CC4)sc3n2)cc1 the results were GLP1R inv ag -3%, PTHR1 ag -22%, FUS suppressor 10%, TDP43 rescue 12%, Abeta rescue -16% and GLP1R cytotox 19%.
`CCCN(C(=S)Nc1ccccc1)C1CCS(=O)(=O)C1` (configuration not stated) gave GLP1R inv ag 10%, PTHR1 ag inactive, aSyn rescue -3%, TDP43 rescue 12%, Mm-Cpn inhibitor 1%, Abeta rescue -9%, GLP1R cytotox 4% and Akt phos inh inactive.
`COc1cccc(C(O)c2nc(-c3ccc(C)c(C)c3)cs2)c1` (configuration not stated) gave GLP1R inv ag inconclusive, PTHR1 ag -16%, aSyn rescue inconclusive, FUS suppressor 41%, TDP43 rescue inconclusive, Abeta rescue 1%, GLP1R cytotox 16% and Akt phos inh inactive.
For CC(Nc1cccnc1)=C(C#N)C#N the results were GLP1R inv ag 21%, PTHR1 ag -10%, aSyn rescue 0%, FUS suppressor -59%, TDP43 rescue 1%, Mm-Cpn inhibitor -6%, Abeta rescue -8%, GLP1R cytotox 2% and Akt phos inh inactive.

High-throughput results (PubChem)
